High-throughput results as filed in PubChem BioAssay.
UHRF1 MBD2 ctr: UHRF1 methylated DNA binding inhibitors, primary screen, counter-screen for MBD2 inhibitor project, biochemical, TR-FRET, human UHRF1, single concentration; 370,000 compounds, 0.75% hits; AID 687016, 2013; E3 ubiquitin-protein ligase UHRF1 (Homo sapiens), Q96T88; inhibition, % at 4.4 µM; UHRF1 binding to methylated oligo; in the data active = inhibition above about 21%;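 also: UHRF1 SRA domain binding a hemimethylated CpG hairpin DNA probe; 0% = median of test compound wells and 100% = reference inhibitor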
HTRA1 inh: HTRA1 serine protease inhibitors, primary screen, biochemical, fluorescence polarization, HTS. AID 504803, 2011. inhibition, % at 5.96 µM. 340,000 compounds, 0.5% hits. recombinant HTRA1, FP-rhodamine activity-based probe. Q92743; in the data active = inhibition above about 36%;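 also: 0% = enzyme with DMSO and 100% = wells lacking enzyme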
TCR-CD3 inh: inhibitors of human TCR-CD3 interaction, primary screen, biochemical, fluorescence, TAMRA-labeled TCR probe | inhibition, % at 9.4 µM | 360,000 compounds, 0.37% hits | AID 651800, 2012; in the data active = inhibition above about 19%;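 also: recombinant mutant TCR 2C K166C tagged with TAMRA read by polarization; 0% = receptor in buffer alone and 100% = receptor with positive control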
PRMT1 FP inh: PRMT1 methyltransferase inhibitors, primary screen, biochemical, fluorescence polarization; recombinant PRMT1, activity-based probe fluorescence polarization; 370,000 compounds, 1.3% hits; Protein arginine N-methyltransferase 1 (Homo sapiens), Q99873; inhibition, % at 2.79 µM;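 active = inhibition above about 21% made by adding two undisclosed values, limit read from the data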
Target sequence (Q99873 whole entry, looked up): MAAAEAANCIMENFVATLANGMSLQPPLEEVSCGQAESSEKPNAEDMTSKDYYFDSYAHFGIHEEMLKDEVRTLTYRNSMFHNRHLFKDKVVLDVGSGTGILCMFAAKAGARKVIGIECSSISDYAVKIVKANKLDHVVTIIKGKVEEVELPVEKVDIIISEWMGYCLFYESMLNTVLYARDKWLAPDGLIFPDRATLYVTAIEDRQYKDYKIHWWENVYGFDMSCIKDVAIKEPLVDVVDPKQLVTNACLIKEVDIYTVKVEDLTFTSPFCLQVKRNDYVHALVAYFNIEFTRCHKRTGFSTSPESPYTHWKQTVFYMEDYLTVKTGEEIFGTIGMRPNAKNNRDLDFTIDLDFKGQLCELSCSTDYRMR
TDP2 absorb: human TDP2 enzyme inhibitors, primary screen, biochemical, epi absorbance, recombinant enzyme. T5PNP hydrolysis, p-nitrophenol absorbance 415 nm. inhibition, % at 12.8 µM. Tyrosyl-DNA phosphodiesterase 2 (Homo sapiens), O95551. 370,000 compounds, 0.34% hits;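 active = inhibition above the mean of all tested compounds plus 3 SD, set per campaign, cut at about 25% in these data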;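 also: 0% = DMSO with enzyme and 100% = buffer with substrate but no TDP2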
Target sequence (O95551 whole entry, looked up): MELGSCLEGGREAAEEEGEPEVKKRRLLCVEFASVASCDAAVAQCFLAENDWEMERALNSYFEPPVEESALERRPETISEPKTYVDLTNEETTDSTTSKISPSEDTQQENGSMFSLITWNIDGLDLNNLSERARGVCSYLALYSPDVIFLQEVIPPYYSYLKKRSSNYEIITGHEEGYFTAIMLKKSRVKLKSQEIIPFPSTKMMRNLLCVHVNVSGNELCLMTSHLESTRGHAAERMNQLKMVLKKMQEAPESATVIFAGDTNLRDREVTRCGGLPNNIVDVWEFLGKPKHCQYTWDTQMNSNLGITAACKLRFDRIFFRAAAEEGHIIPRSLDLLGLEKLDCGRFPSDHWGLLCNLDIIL
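Assay system: Recombinant human TDP2 | Quantity: 120 nM TDP2 per well | Incubation: 2 h at 37 °C | Signal: Epi absorbance | Evaluation: Percent inhibition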
mABHD4 FP: ABHD4 inhibitors, primary screen, biochemical, fluorescence polarization, mouse | (Lyso)-N-acylphosphatidylethanolamine lipase (Mus musculus), Q8VD66 | purified mABHD4, FP-Rh probe fluorescence polarization | inhibition, % at 8.92 µM | 370,000 compounds, 0.54% hits | AID 720543, 2013;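 active = inhibition exceeding the mean over every tested compound plus 3 SD, cut at about 30% in these data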;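 also: 0% = plate median of compound wells and 100% = S159A mutant with DMSO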
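System: mouse ABHD4 enzyme, wild type / Medium: HEPES pH 7.0, NaCl, Pluronic buffer / Reagent: FP-Rh activity-based fluorescent probe / Control set: S159A mutant high control, sample median low control / Detection: fluorescence polarization with parallel and perpendicular emission, 525/598 nm / Schedule: 45 min + 60 min at 25 °C / Compound dosing: 8.92 µM, single dose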
PG9 binder: binders of HIV-1 gp120 antibody PG9, primary screen, biochemical, TR-FRET; HIV-1 gp120 / PG9 antibody interaction; TR-FRET gp120-PG9 antibody binding; inhibition, % at 6.7 µM; 360,000 compounds, 0.43% hits; in the data active = inhibition above about 8.5%
Tn7 DDE FP: inhibitors of Tn7 peptide binding to fibrin DD(E), primary screen, biochemical, fluorescence polarization, human fibrin, Tn7 probe. Fibrinogen beta chain (Homo sapiens), P02675. FP displacement of FITC-Tn7 peptide from fibrin DD(E); 0% = median of compound wells per plate. inhibition, % at 8.3 µM. 370,000 compounds, 0.13% hits. AID 720508, 2013;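 active = inhibition above the mean of compounds falling within the control limits plus 3 SD of them, cut at about 14% in these data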;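 also: 0% = plate median of compound wells and 100% = 10 µM Aha-Tn7 peptide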
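Also added: labelled Tn7 tracer, 0.1 µM; Assay system: human fibrin DD(E) protein; Amount: 2 µM fibrin DD(E); Schedule: 10 min compound pre-incubation, 3 h probe incubation at room temperature; Repeats: one replicate per compound; Read-out basis: percent inhibition; Measured by: fluorescence polarization of the labelled Tn7 tracer.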
LEDGF integ inh: blockers of LEDGF/p75-dependent integrase strand transfer – biochemical, TR-FRET, high throughput, primary screen; TR-FRET IN-LEDGF/p75 DNA integration, Eu/Cy5; inhibition, % at 3.7 µM; 370,000 compounds, 0.64% hits; AID 743269, 2014;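 active = inhibition above the screen-wide mean plus 3 SD, cut at about 13% in these data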;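 also: signal is the Cy5 over europium emission ratio at 671 and 618 nm; 0% = plate median of compound wells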
SIAE primary: human SIAE inhibitors, primary screen, biochemical, fluorescence polarization, FP-Rh probe, 1536-well HTS; Sialate O-acetylesterase (Homo sapiens), Q9HAT2; SIAE FP-Rh probe binding; inhibition, % at 9.66 µM; 370,000 compounds, 0.69% hits;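 active = inhibition above a cutoff: mean of compounds within the control limits plus 3 SD of those, cut at about 17% in these data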;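 also: 0% = plate median of compound wells and 100% = probe without SIAE protein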
Active calls of the source: *; nt = not tested or not shown.

SMILES	UHRF1 MBD2 ctr	HTRA1 inh	TCR-CD3 inh	PRMT1 FP inh	TDP2 absorb	mABHD4 FP	PG9 binder	Tn7 DDE FP	LEDGF integ inh	SIAE primary
Nc1ccc(O)cc1C(=O)OCC(=O)c1ccc(C2CCCCC2)cc1	-2	29	3	29*	7	53*	-3.7	0	15*	13
COc1ccc(N2CCN(Cc3nc4c(c(=O)[nH]c(=O)n4C)n3Cc3cccc(Cl)c3)CC2)cc1	0	1	7	0	7	0	-1.4	1	0	7
O=C(NC1CCCc2ccccc21)C1CCN(S(=O)(=O)c2ccccc2)CC1 (centres undefined)	1	7	-3	1	7	7	0.5	-3	-1	-4
CCC1CCCCN1CCNC(=O)C1CCN(S(=O)(=O)c2c(C)noc2C)CC1 (centres undefined)	1	-3	3	-3	-2	0	-1.0	4	-3	3
O=C(NCc1cccnc1)c1cc(C2CCCN(C(=O)c3cccs3)C2)on1 (centres undefined)	14	nt	-3	-5	-18	0	-0.5	-9	2	0
Cc1cc(C(=O)COC(=O)c2n[nH]c(=O)c3ccccc23)c(C)n1C(C)C	0	-5	6	2	0	-1	-1.0	-3	2	1
O=C(Cc1ccccc1)N1CCN(C(=O)c2ccc([N+](=O)[O-])cc2)CC1	-2	1	-4	-1	-12	0	0.1	-3	4	5
Cc1cc(C)c(/C=C(\C#N)S(=O)(=O)c2ccccc2)[nH]1	7	-5	5	0	-23	7	0.6	5	-2	-1
CCc1cccc(C)c1NC(=O)COC(=O)Cc1ccsc1	-2	-1	1	-4	5	-1	-0.3	4	-1	-9
CS(=O)(=O)N(CC(=O)N1CCCC1)c1cccc(Cl)c1Cl	7	6	0	-2	4	-1	-2.2	7	-2	-3
Nc1c(C(=O)c2ccccc2)sc2nsc(SCCN3CCCC3)c12	-5	0	0	27*	3	9	-2.9	1	3	2
O=C(CSc1nc2cc(Cl)ccc2s1)NCc1ccc2c(c1)OCO2	8	1	1	1	-19	-4	1.9	1	-1	-7
CCOc1ccc(C(C(=O)NCC2CCCO2)N(C(=O)c2snc(C(N)=O)c2N)c2ccc(F)cc2)cc1 (centres undefined)	0	-3	-4	5	4	5	-1.1	-4	2	-2
Cc1c(C(=O)N2CCN(CCc3ccccc3)CC2)oc2ccccc12	16	-3	7	-4	3	-1	0.8	4	1	-2
CC(C)(C)Nc1ncnc2sc(-c3ccccc3)cc12	-1	-47	4	-3	1	-26	-1.6	0	-4	-3
C/C(=N\NC(=S)Nc1cc(S(=O)(=O)N2CCOCC2)ccc1Cl)c1ccccc1F	-1	-1	-1	3	-5	-1	-0.7	-4	3	15
COc1cccc(N2CCN(c3ncnc4c3[nH]c3ccccc34)CC2C)c1 (centres undefined)	1	nt	-1	-1	-8	15	1.0	2	-2	11
CN(Cc1cccs1)C(=O)CSc1nc2ccccc2[nH]1	10	1	6	-4	-4	-5	-1.8	-9	4	-2
Cc1ccc(C)c(S(=O)(=O)Nc2ccc(C(=O)NCCCN3CCOCC3)cc2)c1	-3	2	-1	0	10	1	-0.5	1	-1	1
Cc1ccnn1CC(=O)N/N=C/c1ccco1	-2	1	5	-4	-1	0	-0.6	4	-2	7
Cc1ccc(-c2csc3ncnc(Nc4ccc(N5CCOCC5)cc4)c23)cc1	-2	13	-3	4	-5	1	2.4	-4	-4	5
CCOC(=O)c1sc(Nc2nc(C)cc(OC)n2)nc1C	5	4	2	1	19	2	2.2	6	-3	-4
N#Cc1c(Cl)nsc1NCCN1CCOCC1	6	3	-1	1	5	5	-0.1	-1	-5	2
CC(/C=C1\SC(=S)N(c2ccc(C(=O)O)cc2)C1=O)=C\c1ccccc1	3	-90	3	9	-5	-30	0.3	-4	-1	-22
CCCOc1ccc(N2CC(C(=O)NC3=NCCS3)CC2=O)cc1 (centres undefined)	-3	-2	6	-1	9	0	0.3	1	-3	-2

Next part, starting with the last 5 of the part before.
SMILES	UHRF1 MBD2 ctr	HTRA1 inh	TCR-CD3 inh	PRMT1 FP inh	TDP2 absorb	mABHD4 FP	PG9 binder	Tn7 DDE FP	LEDGF integ inh	SIAE primary
Cc1ccc(-c2csc3ncnc(Nc4ccc(N5CCOCC5)cc4)c23)cc1	-2	13	-3	4	-5	1	2.4	-4	-4	5
CCOC(=O)c1sc(Nc2nc(C)cc(OC)n2)nc1C	5	4	2	1	19	2	2.2	6	-3	-4
N#Cc1c(Cl)nsc1NCCN1CCOCC1	6	3	-1	1	5	5	-0.1	-1	-5	2
CC(/C=C1\SC(=S)N(c2ccc(C(=O)O)cc2)C1=O)=C\c1ccccc1	3	-90	3	9	-5	-30	0.3	-4	-1	-22
CCCOc1ccc(N2CC(C(=O)NC3=NCCS3)CC2=O)cc1 (centres undefined)	-3	-2	6	-1	9	0	0.3	1	-3	-2
CCN(CC)C(=O)COc1ccc(/C(C)=N/NC(=O)c2ccccc2-n2cccc2)cc1	5	-2	-8	3	-5	-7	-1.6	4	-2	-1
CCCNC(=O)COC(=O)c1cc2c(=O)n3ccccc3nc2s1	4	7	-5	7	0	3	1.2	4	-1	-1
CCCn1cnc2c(=O)oc3ccccc3c21	-1	-3	-1	-2	2	7	0.0	-2	0	1
COCCn1c(C)cc(C(=O)COC(=O)/C=C/c2ccc(OC)cc2OC)c1C	0	-16	-4	0	-6	-4	-2.0	7	4	-6
COc1cccc(Nc2nc(-c3cccc(N4C(=O)c5ccccc5C4=O)c3)cs2)c1	20	-1	2	0	12	11	0.1	-5	3	24*
COc1ccc(C23CC4CC(CC(C4)C2)C3)cc1C(=O)NCCN(C)C	0	8	2	-2	6	6	-1.9	1	0	7
Cc1cc2ncn(C(=O)N3CCCCCC3)c2cc1C	0	-3	2	-4	3	-5	-1.1	0	0	1
CC1=NNC(=O)C1CC(=O)N/N=C(\C)c1ccco1 (centres undefined)	4	0	-5	1	6	0	-0.2	0	-3	-2
CC1=[N+](C)c2ccc3ccccc3c2C1(C)C	16	-35	-41	5	16	-83	-2.0	-2	1	-123
Cc1cc(=O)n2nc(N3CCC(C(=O)N4CCN(Cc5ccccc5)CC4)CC3)sc2n1	-2	4	0	-2	1	1	-0.7	-3	-1	3
COC(c1ccccc1)c1nnc(CCC(=O)NCCCc2ccccc2)o1 (centres undefined)	-2	-5	0	-4	-2	4	-1.9	-1	-4	0
Cc1cccc(OCCC(=O)NCC(=O)Nc2c(C)cccc2C)c1	1	3	-4	-1	7	10	-1.0	-7	0	-3
Cc1ccc(S(=O)(=O)N2CCN(C(C)C(=O)Nc3ccccc3-c3ccccc3)CC2)cc1 (centres undefined)	2	0	-1	2	5	3	-1.1	3	-4	6
COc1ccc(CC(=O)Nc2ccc(S(=O)(=O)N3CCCCC3)cc2)cc1OC	4	-10	-8	6	1	-4	1.2	3	-3	-7
CC(C)NC(=O)NC(=O)CSc1ccc(S(=O)(=O)N2CCCC2)cn1	-1	4	-7	1	7	3	2.1	-1	2	12
O=C(NCCN1CCOCC1)/C(=C/c1ccc(Cl)cc1)NC(=O)c1ccccc1	0	-2	5	-2	11	-6	-1.9	-3	2	-5
Cc1cc(O)ccc1N/C=C1\CCCC1=O	1	31	34*	30*	-10	69*	-1.5	-1	5	46*
Cc1ccc(C(=O)N2CCCC2)cc1Br	4	0	1	2	-8	1	1.8	-2	1	-1
Nc1oc2ccccc2c(=O)c1-c1ccc2c(c1)OCO2	-2	-3	7	0	8	-1	-2.4	-5	4	4
CC1CCN(C(=O)C2CCCN2S(=O)(=O)c2ccc(Cl)cc2)CC1 (centres undefined)	1	3	-6	3	7	3	0.4	-8	1	-2
COc1ccc(S(=O)(=O)NC(=O)C2(C)CCN2C(=O)CC2CCCC2)cc1 (centres undefined)	3	nt	3	0	13	5	-0.5	-6	0	3
O=C(N/N=C/c1cc(Cl)cc([N+](=O)[O-])c1O)C(O)(c1ccccc1)c1ccccc1	-4	8	17	3	-17	27	-2.8	6	-5	8
CCCCC(=O)NC(c1ccccc1)c1ccc2cccnc2c1O (centres undefined)	-8	39*	-7	-3	-9	5	-2.0	0	1	14
O=C1CCC[C@H]2C[C@H](NCc3cccs3)CC[C@]23CCCN13	-5	nt	nt	-2	2	2	nt	2	0	3
CC1CCCC(NC(=O)COC(=O)c2cccs2)C1C (centres undefined)	0	1	-5	-1	7	-5	-2.6	-3	2	-2

One compound at a time, from the list above.
COc1ccc(CC(=O)Nc2ccc(S(=O)(=O)N3CCCCC3)cc2)cc1OC as listed: UHRF1 MBD2 ctr = 4; HTRA1 inh = -10; TCR-CD3 inh = -8; PRMT1 FP inh = 6; TDP2 absorb = 1; mABHD4 FP = -4; PG9 binder = 1.2; Tn7 DDE FP = 3; LEDGF integ inh = -3; SIAE primary = -7
Nc1oc2ccccc2c(=O)c1-c1ccc2c(c1)OCO2 as listed: UHRF1 MBD2 ctr = -2; HTRA1 inh = -3; TCR-CD3 inh = 7; PRMT1 FP inh = 0; TDP2 absorb = 8; mABHD4 FP = -1; PG9 binder = -2.4; Tn7 DDE FP = -5; LEDGF integ inh = 4; SIAE primary = 4
